From PubChem
Vif-A3G inh: blocks the Vif interaction with human APOBEC3G | HeLa A3G-eYFP + Vif (tagged APOBEC3G with the HIV-1 protein that degrades it), YFP fluorescence, overnight | Q9HC16 | Potency, µM (series often up to 46.1 µM), for inactives: top-dose activity, negative = active, hits mostly inhibitors | AID 602310 | 410,000 tested, 0.076% active;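 further: potency means the concentration at half of the fitted maximal effect; on the % scale 0 is the no-effect control and ±100 the full control effect; nearly all actives have a fitted effect of over 60% in size; hits raise eYFP signal because A3G escapes Vif-driven loss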
Target sequence (Q9HC16 whole entry, looked up): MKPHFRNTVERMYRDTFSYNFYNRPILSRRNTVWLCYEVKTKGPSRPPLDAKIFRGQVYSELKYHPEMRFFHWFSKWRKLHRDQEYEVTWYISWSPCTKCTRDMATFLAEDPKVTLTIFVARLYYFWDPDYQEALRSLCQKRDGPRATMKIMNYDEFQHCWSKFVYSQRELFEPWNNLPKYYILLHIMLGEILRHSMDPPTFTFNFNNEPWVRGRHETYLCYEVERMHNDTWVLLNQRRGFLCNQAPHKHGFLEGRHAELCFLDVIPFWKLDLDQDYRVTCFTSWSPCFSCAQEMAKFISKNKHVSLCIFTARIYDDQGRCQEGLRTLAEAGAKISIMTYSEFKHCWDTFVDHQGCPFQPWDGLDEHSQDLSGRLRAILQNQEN
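HeLa cells stably expressing Vif and C-terminally eYFP-tagged A3G, seeded overnight at 37 deg C, then exposed to compound by pintool overnight at 37 deg C. Rise in yellow fluorescence (Ex 488/Em 500-530, Acumen) marks blocked Vif-driven A3G degradation.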
Glioma ERSR ind: inducers of ER stress response in human glioma cells; U87-MG GRP78 promoter luciferase reporter, 16 h; 420,000 tested, 0.02% active; Potency, µM, for the others: at the top dose activation, usual class: activators; further: potency means the concentration at half of the fitted maximal effect; series mostly up to about 76 µM; % of control where 0% means no effect; nearly all actives have a fitted effect of over 35% in size
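Stably transfected U87-MG glioma cells carrying a GRP78-based luciferase sensor; 16 h compound incubation. Luminescence end-point read 10 min after Bright-Glo addition at room temperature.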
D1 antag: human D1 dopamine receptor antagonism; P21728; HEK293 TREx D1 cells, calcium flux, dopamine EC80; active compounds read low; activity change, negative = inhibition, % at 10 µM; 360,000 tested, 3.2% active; in the data active means activity change below about -30%; further: on the % scale 0 is the no-effect control and ±100 the full control effect
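Compound effects on dopamine-evoked calcium signalling were measured in tetracycline-induced HEK293 Trex D1 cells. Dopamine at EC80 followed a 180 s compound pre-read, and fluorescence was tracked kinetically for 180 s more.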
D1 agonist: activates the human D1 dopamine receptor; P21728; HEK293 T-REx D1 cells, calcium flux, agonist mode; activation, % at 2 µM; 360,000 tested, 1% active; in the data active means activation above about 30%; further: 0% is about no effect
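Inducible HEK293 T-REx D1 cells, force-coupled to calcium signalling, were plated at 4000 cells/well with tetracycline and held overnight at 30 C. After no-wash calcium dye loading, compound-evoked calcium rise over 180 s flagged agonists.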
Vif-A3F inh: inhibitors of Vif-A3F interaction | Potency, µM (top dose mostly 46.1 µM), without a hit: top-dose activity, negative = active | 390,000 tested, 0.2% active | HeLa A3F-eYFP + Vif (tagged APOBEC3F with the HIV-1 protein that degrades it), YFP fluorescence increase; further: potency means the concentration at half of the fitted maximal effect; % of control where 0% means no effect; nearly all actives have a fitted effect of over 65% in size
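HeLa cells stably expressing Vif plus C-terminally eYFP-tagged A3F were seeded, incubated overnight at 37 deg C, dosed with compound, incubated overnight again at 37 deg C. Yellow fluorescence (Ex 488/Em 500-530) reported blocked Vif-mediated A3F-eYFP degradation.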
D2 potentiator: positive allosteric modulators of human D2 dopamine receptor. P14416. HEK293 T-REx D2, calcium flux, EC20 dopamine potentiation. potentiation, % at 10 µM. 340,000 tested, 0.34% active. AID 485347;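 active means potentiation over 3 SD above the plate norm, cut at about 30% in these data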; further: 0% is about no effect
Target sequence (P14416 whole entry, looked up): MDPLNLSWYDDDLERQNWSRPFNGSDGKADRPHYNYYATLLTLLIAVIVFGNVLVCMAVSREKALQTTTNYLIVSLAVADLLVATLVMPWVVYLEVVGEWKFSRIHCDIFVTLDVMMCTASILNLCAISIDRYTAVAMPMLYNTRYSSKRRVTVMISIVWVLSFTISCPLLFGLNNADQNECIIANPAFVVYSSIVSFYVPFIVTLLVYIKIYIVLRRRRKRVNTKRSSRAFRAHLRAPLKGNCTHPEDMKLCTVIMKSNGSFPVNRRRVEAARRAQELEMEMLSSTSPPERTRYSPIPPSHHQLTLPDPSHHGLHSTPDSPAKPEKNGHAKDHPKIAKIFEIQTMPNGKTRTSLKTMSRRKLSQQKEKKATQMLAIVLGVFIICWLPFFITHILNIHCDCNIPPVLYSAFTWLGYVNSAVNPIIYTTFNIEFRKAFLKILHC
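Potentiation of an EC20 dopamine calcium response measured kinetically over 180 s, after a preceding 180 s compound-only read flagging agonists. Cells: inducible Hek293 Trex D2 line, 4000/well, cultured overnight at 30 C before dye loading.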
RXFP1 antagonist: antagonists of human relaxin receptor RXFP1; HEK293-RXFP1, relaxin-stimulated cAMP HTRF, 30 min; active compounds read low; activity change, negative = inhibition, % at 57.5 µM; AID 1259400; 350,000 tested, 0.59% active;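 active means activity change of -60% or lower, but not beyond a set lower limit; inconclusive means change between -60% and -40%, or beyond the set limit; inactive means change above -40%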; further: on the % scale 0 is the no-effect control and ±100 the full control effect
RXFP1 ag: agonists of human relaxin receptor RXFP1 | Potency, µM (series often up to 57.5 µM), without a hit: at the top dose activation, hits mostly activators | Q9HBX9 | 370,000 tested, 0.3% active | HEK293T-RXFP1 cAMP TR-FRET, 30 min; response scale: percent of porcine relaxin response, buffer zero; further: potency means the concentration at half of the fitted maximal effect; on the % scale 0 is the no-effect control and ±100 the full control effect; nearly all actives have a fitted effect of over 60% in size; many of its hits are not listed in these tables
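HEK293T cells stably expressing RXFP1 were pretreated with the PDE4 inhibitor Ro 20174, exposed to compounds for 30 min at 37C, lysed, and cAMP was read by TR-FRET. Data normalized to buffer (basal) and 29 nM porcine relaxin (100%).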
D1 potentiator: enhances dopamine response at the human D1 receptor | potentiation, % at 10 µM | 360,000 tested, 0.036% active | P21728 | HEK293 TREx D1 cells, calcium flux, dopamine EC20 potentiation; in the data active means potentiation above about 30%; further: 0% is about no effect
* hit, by the source's call; ? = inconclusive; · = not tested or not shown; & = joins results of further samples. Unless noted, the call rests on the fitted dose curve; in most records, active means well fitted curve in the direction sought with a large enough effect; inconclusive means small, poorly fitted or top-dose-only effect, or another doubt; inactive means no such curve, though single readings can be large; an effect the other way counts as inactive or inconclusive. Only part of the results is shown. The share of hits here may be higher or lower than overall.

Results follow in this order: Vif-A3G inh, Glioma ERSR ind, D1 antag, D1 agonist, Vif-A3F inh, D2 potentiator, RXFP1 antagonist, RXFP1 ag, D1 potentiator
> Cc1cc(C)cc(N(CCC(=O)O)S(=O)(=O)c2ccc3ccccc3c2)c1
→ -8%, -3%, 3, 3, -12%, 4, 8, 0.6%, 0
> CCCN1CCN(C(=O)c2cccc3c2C(=O)N(CCOC)C3)CC1
→ 0%, -6%, 7, 0, -3%, -2, -3, 0.3%, -4
> Cc1sc2nnn(CC(=O)N3CCN(C(=O)c4ccco4)CC3)c(=O)c2c1C
→ 0%, -7%, ·, ·, -1%, ·, 9, ·, ·
> CC1c2nc3ccccc3n2C(CC(=O)NC2CC2)C(=O)N1Cc1ccccc1 (configuration not stated)
→ -6%, -6%, -8, -2, 2%, -4, -5, 5.3%, -8
> OCC[C@H]1C[C@H](O)[C@@H](O)[C@@]2(OCCCc3ccccc32)O1
→ -1%, -3%, 7, -1, 1%, 0, ·, 0.9%, -7
> O=C(/C=C/c1c(Cl)nc2ccccn12)N1CCN(c2ccc(F)cc2)CC1
→ 2%, -5%, -1, 0, -4%, -8, -10, 3.0%, 2
> O=C(O)/C=C/c1ccc(S(=O)(=O)Nc2ccc(OCc3ccccc3)cc2)cc1
→ 2%, 6%, 12, 0, 0%, -8, -3, -2.2%, 4
> COc1ccc(C(=O)NCc2nnc(SCC(=O)N3CCc4ccccc43)o2)cc1OC
→ 2%, -3%, -10, -2, 0%, -2, -1, 1.5%, -3
> COCCNC(=S)N1CCN(S(C)(=O)=O)CC1
→ 1%, 0%, 13, 0, -2%, -1, -14, 1.2%, -6
> CCc1sc(Nc2cccc(C)c2)nc1-c1cc2cccc(OC)c2oc1=O
→ -8%, 0%, -3, 5, 1%, -2, 1, -0.8%, -4
> N#Cc1ccc(S(=O)(=O)NC2CC2)cc1
→ 0%, -4%, -2, 3, -7%, 16, 5, 0.3%, -1
> CCOC(=O)c1c(CN2CCOCC2)n(-c2ccccc2)c2cc(Br)c(O)cc12
→ -7%, -1%, -14, 0, -6%, 0, -5, 3.4%, -9
> CCCCCn1c(=O)[nH]c2cc(C(=O)NCc3ccc4c(c3)OCO4)ccc2c1=O
→ -2%, -5%, 6, 1, 4%, -4, -14, 11%, -1
> CCOC(=O)c1c(NC(=O)c2cc(C)on2)c2cc([N+](=O)[O-])ccc2n1C
→ 0%, -3%, -11, 2, 3%, -2, 0, 0.5%, -3
> CCCCN(C(=O)CCC(=O)O)C1CC(=O)N(c2ccc(OCCC)cc2)C1=O (configuration not stated)
→ 0%, -4%, -5, 1, 2%, -11, -5, -0.1%, -7
> CC(C)C[C@@H](CSc1ccccc1)N1CCN(CC(C)C)CCC1=O
→ -6%&-4%, 4%&4%, -1, 3, -10%, -7, ·, 0.3%, -3
> CCn1c(=O)c([N+](=O)[O-])c(NCC2CCCO2)c2ccccc21 (configuration not stated)
→ 0%, -6%, -6, 3, 13%, -7, -3, -1.2%, -10
> CC[n+]1ccccc1/C=C/c1ccc(N(C)C)cc1
→ ?, -3%, -3, 8, 22µM*, -9, -19, 0.2%, -5
> COc1ccc(NC(=S)NCCc2c[nH]c3ccccc23)c(OC)c1
→ 5%, -5%, -36*, 8, -2%, -1, -6, 2.2%, -3
> CCSc1nnc(-c2cccnc2)n1Cc1ccco1
→ 0%, -5%, -30, 4, -15%, 8, 20, 2.5%, -2

Additional results
Results follow in this order: Vif-A3G inh, Glioma ERSR ind, D1 antag, D1 agonist, Vif-A3F inh, D2 potentiator, RXFP1 antagonist, RXFP1 ag, D1 potentiator
> O=C(/C=C\c1ccc2c(c1)OCO2)NC1CC(=O)N(c2ccccc2)C1 (configuration not stated)
→ 0%, 2%, ·, -5, 6%, -10, 1, 1.8%, 3
> CCC(CC)COC(=O)C1=C(C)NC(=O)NC1c1ccc(N(C)C)cc1 (configuration not stated)
→ -13%, -1%, -9, 6, ?, 5, -20, 2.1%, 4
> COc1cccc(C(=O)NCCCNC(=O)c2ccccn2)c1
→ 3%, -6%, 4, 3, 18%, 6, -5, 2.5%, -3
> O=C(CCN1C(=O)/C(=C/c2ccc(Cl)cc2)SC1=S)Nc1cccc(C(=O)O)c1
→ 3%, -1%, 17, 7, -3%, ·, -16, 0.0%, 0
> COC(=O)N[C@H](CC(C)=O)c1cccc(C(F)(F)F)c1
→ 1%, -5%, -16, -4, -1%, -6, ·, 0.0%, 0
> COc1ccc(S(=O)(=O)N2CCN(C(=O)c3cc4c(s3)CCC4)CC2)cc1
→ 0%, -3%, ·, ·, 5%, ·, ?, ·, ·
> CCc1ccc2nc(N(CCCN(C)C)C(=O)c3ccc(S(=O)(=O)N4CCCc5ccccc54)cc3)sc2c1
→ 1%, -14%, -2, 4, 7%, 11, -35, 0.0%, 8
> COc1ccccc1C(=O)N/N=C(\C)CC(=O)Nc1ccccn1
→ -1%, 4%, 1, 3, 0%, -10, 4, 0.8%, 10
> O=C(COC(=O)c1ccc(S(=O)(=O)N2CCCCCC2)cc1)Nc1ccccc1C(F)(F)F
→ -1%, -3%, ·, ·, -1%, ·, 4, ·, ·
> CC(C)=CC(=O)Nc1nnc(-c2ccccc2)s1
→ -5%, 1%, -9, 2, -4%, 14, 2, -1.0%, 8
> CCc1ccc(NC(=O)c2cc(C(C)C)on2)cc1
→ 0%, 5%, -4, 10, -6%, -18, -15, -1.5%, -4
> O=C(c1ccc(CS(=O)c2cccc(Cl)c2)o1)N1CCCCCC1 (configuration not stated)
→ 6%, 3%, -4, 8, -2%, 9, 10, 1.2%, 4
> O=C(COC(=O)COc1ccc(Cl)cc1)NCc1cccs1
→ 0%, -6%, 0, 1, 0%, 2, -7, -0.2%, -2
> COc1ccc(CC(=O)N2CCN(c3ccccn3)CC2)cc1OC
→ 7%, -3%, -1, 3, 1%, -5, 2, 1.5%, -1
> CC12CC3CC(C)(C1)CC(C(=O)N1CCCC1)(C3)C2
→ 5%, 0%, 3, 2, -8%, ·, -88*, 2.4%, 8
> O=P(c1ccccc1)(c1ccccc1)C(O)c1ccncc1 (configuration not stated)
→ -1%, -4%, 10, 3, -1%, -5, 6, 2.9%, 1
> OCCNc1nc(C2CC2)nc2c1nnn2Cc1ccccc1Cl
→ 5%, 1%, 14, 3, -12%, -23, 19, 0.2%, 2
> COc1ccccc1Nc1nc(C)cc(=O)[nH]1
→ 1%, -2%, -8, 0, 1%, -18, -1, -0.2%, 2
> Cc1cccc(Nc2nnc(SCC(=O)NCC3CCCO3)s2)c1 (configuration not stated)
→ -1%, -4%, ·, ·, 10%, ·, -13, ·, ·
> Cc1nc(SCc2ccc(O)c([N+](=O)[O-])c2)n[nH]1
→ -3%, -3%, -7, 2, 2%, 7, -2, 3.1%, -1

Next section
compound	Vif-A3G inh	Glioma ERSR ind	D1 antag	D1 agonist	Vif-A3F inh	D2 potentiator	RXFP1 antagonist	RXFP1 ag	D1 potentiator
O=C(/C=C/c1ccccc1)Nc1nc(-c2ccncc2)cs1	-9%	-5%	-6	2	9%	0	-22	0.0%	-1
C[N+](C)(C)CC(O)CC(=O)O (configuration not stated)	0%	1%&-4%	2	0	-6%	0	·	-0.1%	-7
O=C(CCc1ccccc1)NNC(=O)c1cccc(F)c1	-4%	-3%	15	5	15%	7	9	1.3%	3
O=C(N/N=C/c1c(Nc2cccc(C(F)(F)F)c2)nc2ccccn2c1=O)c1ccccc1[N+](=O)[O-]	1%	-4%	0	0	16%	0	1	-1.2%	6
CCCCCN(C(=O)CCC(=O)OCc1cccc(Cl)c1)c1c(N)n(CCCC)c(=O)[nH]c1=O	0%	-4%	7	5	5%	10	3	0.6%	2
CC(C)COC(=O)N(C)C[C@@H]1OCc2cnnn2CCCC(=O)N([C@@H](C)CO)C[C@H]1C	0%	-7%	·	·	-1%	·	3	·	·
COc1ccccc1CCNC(=O)Cn1ccc2cc(S(=O)(=O)N3CCCCCC3)ccc21	0%	0%	-5	1	0%	-3	-7	0.8%	-1
CC(NC(=O)c1cc(S(=O)(=O)N2CCOCC2)cn1C)c1ccccc1 (configuration not stated)	0%	-4%	-4	7	-3%	2	3	3.7%	-17
CN1CCC(OC(=O)c2cc3cc(Cl)cc(Cl)c3oc2=O)CC1	11µM*	-4%	9	1	4%	-9	-6	3.8%	-3

In the list so far, seven have a Cl atom.
compound	Vif-A3G inh	Glioma ERSR ind	D1 antag	D1 agonist	Vif-A3F inh	D2 potentiator	RXFP1 antagonist	RXFP1 ag	D1 potentiator
O=C(/C=C/c1c(Cl)nc2ccccn12)N1CCN(c2ccc(F)cc2)CC1	2%	-5%	-1	0	-4%	-8	-10	3.0%	2
O=C(CCN1C(=O)/C(=C/c2ccc(Cl)cc2)SC1=S)Nc1cccc(C(=O)O)c1	3%	-1%	17	7	-3%	·	-16	0.0%	0
O=C(c1ccc(CS(=O)c2cccc(Cl)c2)o1)N1CCCCCC1 (configuration not stated)	6%	3%	-4	8	-2%	9	10	1.2%	4
O=C(COC(=O)COc1ccc(Cl)cc1)NCc1cccs1	0%	-6%	0	1	0%	2	-7	-0.2%	-2
OCCNc1nc(C2CC2)nc2c1nnn2Cc1ccccc1Cl	5%	1%	14	3	-12%	-23	19	0.2%	2
CCCCCN(C(=O)CCC(=O)OCc1cccc(Cl)c1)c1c(N)n(CCCC)c(=O)[nH]c1=O	0%	-4%	7	5	5%	10	3	0.6%	2
CN1CCC(OC(=O)c2cc3cc(Cl)cc(Cl)c3oc2=O)CC1	11µM*	-4%	9	1	4%	-9	-6	3.8%	-3
